# ATXN2 expr inh: ATXN2 expression inhibition | HEK-293 ATXN2-luciferase reporter, luminescence, 24 h | Potency, µM (top dose mostly 57 µM), for inactives: at the top dose activity change, negative = inhibition, most hits filed as inhibitors | 0.72% of 360,000 active; note: potency is the fitted concentration of half-maximal effect; % is set by controls: 0 for no effect and ±100 for the full control effect; nearly all actives have a fitted effect of over 55% in size
#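 qHTS (up to 57 uM final) was run with 24 h compound exposure of reporter cells at 37 °C. Each well was multiplexed: SteadyGlo luminescence measured ATXN2-luciferase expression after a fluorogenic Gly-Phe-AFC viability readout (25 uM final).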
# Nrf2 block: blocks Nrf2 signaling; A549 ARE-Fluc reporter, luciferase luminescence, 18-24 h; Potency, µM (doses to about 46 µM), for the others: at the top dose activity change, negative = inhibition, most hits filed as inhibitors; 2.1% of 360,000 active; AID 504444; note: potency is the fitted concentration of half-maximal effect; % is set by controls: 0 for no effect and ±100 for the full control effect; nearly all actives have a fitted effect of over 60% in size
#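 Cells were seeded and rested 2 h, then exposed to compounds for 18-24 h. CellTiter-Fluor was read first as a viability measure. BugLite was added 15 min before the final luminescent read of ARE-luciferase activity in A549 cells.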
# A549 tox: A549 cytotoxicity, counter-screen for Nrf2 inhibitors. A549 ARE-Fluc cells, CellTiter-Fluor viability, 18-24 h. Potency, µM (series often up to 46 µM), without a hit: top-dose activity change, negative = cytotoxicity, most hits filed as inhibitors. 0.16% of 390,000 active. AID 504648; note: potency is the fitted concentration of half-maximal effect; % is set by controls: 0 for no effect and ±100 for the full control effect
#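 Cytotoxicity counterscreen: CellTiter-Fluor fluorescence was measured in A549 ARE_Fluc cells after 18-24 h of compound exposure in a concentration series. The subsequent BugLite luminescent read reports ARE-luciferase activity.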
# IL1B secr inh: blocks inflammasome-driven IL-1 beta release; 4.7% of 360,000 active; activity change, % at 57.5 µM; THP-1 LPS/ATP IL-1B secretion, AlphaLISA, 16 h; hits give low values; in the data active = activity change below about -50%; inconclusive = mostly about -30% to -49%; note: % is set by controls: 0 for no effect and ±100 for the full control effect
#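 Secreted IL-1B measured by AlphaLISA bead assay after 16 h compound exposure of THP-1 cells; compounds (final up to 57.5 uM) added 1 h before LPS (250 ng/mL) and ATP (1.25 mM) stimulation; lower signal means less secretion.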
# S2 tox: viability counter-screen for ATXN expression inhibitors; AID 651635; 0.49% of 400,000 active; Potency, µM (titrated, usually from 56.7 µM), actives largely listed as cytotoxic; S2 cells (HEK-293 line with an ATXN2-luciferase reporter) viability, CellTiter-Fluor protease fluorescence, 24 h; note: potency is the fitted concentration of half-maximal effect; nearly all actives have a fitted effect of over 40% in size
# HepG2 viability: kills HepG2 cells in TGF-b inhibitor counter-screen; Potency, µM (titrated, usually from 46.1 µM), without a hit: top-dose activity change, negative = cytotoxicity, hits mostly cytotoxic; 0.76% of 410,000 active; HepG2 CAGA-GFP viability, ATP luminescence, 18 h; AID 588856; note: potency is the fitted concentration of half-maximal effect; some results filed as inactive show a strong effect at the top dose
#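 CellTiter-Glo luminescence gave cytotoxicity after 18 hours at 37 degrees C. The cells were HepG2 CAGA-GFP in 1% FBS DMEM, stimulated with 500 pg/mL TGF-beta after compound addition. %Activity was normalised to no-cell wells (complete cell-killing) and DMSO (no toxicity), and curves were fitted and classified.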
# TGFb SMAD3 inh: TGF-b pathway inhibition | HepG2 CAGA-GFP TGF-b/SMAD3 reporter, GFP fluorescence, 18 h; TGF-beta stimulated, 500 pg/mL final | Potency, µM (series often up to 46.1 µM), for the others: at the highest dose activity, negative = inhibition, actives largely listed as inhibitors | 1.2% of 410,000 active | AID 588855; note: potency is the fitted concentration of half-maximal effect; % is set by controls: 0 for no effect and ±100 for the full control effect; nearly all actives have a fitted effect of over 65% in size
#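 Using HEPG2 CAGA-GFP reporter cells at 1000 cells/well, we pinned test compounds, stimulated with recombinant TGF-beta (500 pg/mL final) and measured total well GFP after 18 h.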
# MCF10A rereplic: inducers of DNA re-replication in MCF 10A breast cells | MCF 10A DNA re-replication, Hoechst nuclear intensity, 48 h | 2.9% of 350,000 active | AID 624296 | Potency, µM (top dose mostly 46.1 µM), for inactives: at the top dose activity, positive = re-replication, most hits filed as activators; note: potency is the fitted concentration of half-maximal effect; % of control where 0% means no effect; nearly all actives have a fitted effect of over 50% in size
# Nrf2 ARE act: activators of Nrf2 (ARE) signaling; Potency, µM (series often up to 46.1 µM), for the others: at the highest dose activation, actives largely listed as activators; AREc32 ARE-luciferase reporter (MCF7-derived line), luminescence, 24 h; 0.31% of 410,000 active; note: potency is the fitted concentration of half-maximal effect; % of control where 0% means no effect; nearly all actives have a fitted effect of over 65% in size
#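 Cells of the AREc32 ARE-luciferase line are plated in OPTI-MEM containing 5% FBS and left overnight at 37 deg C. Compounds are pinned in, incubation continues 24 hr, and firefly luciferase signal is then measured.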
# * marks the source's active call; other numbers are inactive results; i = inactive; ? = inconclusive; / = not tested or not shown; & = joins results of further samples; [ ] = dose if it differs, or a comment. Unless noted, calls come from the whole dose curve; as a rule, active = well fitted curve in the direction sought with a large enough effect; inconclusive = small, poorly fitted or top-dose-only effect, or another doubt; inactive = no such curve, though single readings can be large; an effect the other way counts as inactive or inconclusive.
SMILES,ATXN2 expr inh,Nrf2 block,A549 tox,IL1B secr inh,S2 tox,HepG2 viability,TGFb SMAD3 inh,MCF10A rereplic,Nrf2 ARE act
O=S(=O)(c1ccc2c(c1)oc1ccccc12)N1CCOCC1,-2%,-22%,-2%,-6,i,-18%,-8%,20%,0.3%
CC(C)c1cccc(C(C)C)c1NC(=O)CNCC(O)c1ccccc1 (stereo not given),6%,6%,3%,-27,i,0%,3%,-8%,-0.1%
COc1ccc(C2c3[nH]c4ccc(OC)cc4c3CCN2C(=O)Nc2ccccc2)cc1 (stereo not given),-23%,15µM*,?,/,?,-23%,8.9µM*,/,-0.4%
CC1CCN(C(=O)C2CCN(S(=O)(=O)c3ccc(-n4cnnn4)cc3)CC2)CC1,-6%,0%,0%,-9,i,-7%,-2%,0%,0.2%
O=C1CC(c2ccccc2)=C(c2ccccc2)C1,4%,1%,1%,2,i,13%,11%,3%,0.7%
COCCNc1nc(Cl)c(C#N)s1,/,0%,5%,19,i,-1%,-6%,3%,0.3%
CN(C)C1(CNC(=O)c2cccc(S(=O)(=O)NCc3ccccc3)c2)CCCCC1,-8%,1%,-1%,-18,i,4%,-4%,9%,-0.2%
COc1cc(OC)c(NC(=O)CCNC(=O)Cn2cnc3ccccc3c2=O)cc1Cl,5%,-13%,6%,-1,i,-38%,0%,-4%[9.22 µM],0.8%
CCn1c(SCC(=O)NCCc2ccc(F)cc2)nnc1-c1cccs1,-13%,2%,-1%,-20,i,-13%,3%,-1%,-0.3%
O=C(NCc1ccco1)c1cnn2c(C(F)(F)F)cc(-c3ccco3)nc12,-3%,8%,-7%,-12,i,-2%,?,-6%,17%
CCC12C(=Nc3c(Cl)cccc31)C[C@@H]1CCN3C(=O)CCC[C@H]2[C@H]13 (stereo not given in full),-1%,-4%,2%,14,i,-1%&-8%,21%&0%,?,0.0%
Nc1ccc2nc(-c3cccnc3)[nH]c2c1,10%,?,-9%,25,i,10%,10%,0%,3.7%
COc1ccc(N(C)S(=O)(=O)c2cccc(C(=O)Nc3nc4ccccc4[nH]3)c2)cc1,-29%,23µM*,-8%,?,?,10%,-18%,?,5.5%
CCNC1(C(N)=O)CCN(Cc2ccccc2)CC1,12%,-16%,-1%,15,i,-19%,0%,-5%,0.0%
CC(=O)c1c(C)c(C)c2n1CCn1c(C)ccc1-2,/,15%,-3%,27,i,-17%,-4%,-2%,17%
CC1CCCCC1NC(=O)COC(=O)c1ccc(S(=O)(=O)N2CCOCC2)cc1 (stereo not given),4%,?,-1%,0,i,-2%,6%,1%,1.3%
COc1cc(C(CCN2CCCC2)c2c(OC)cc(OC)c3c(C)cc(=O)oc23)cc(OC)c1OC (stereo not given),10%,9%&4%,-17%&-7%,7,?,-1%&-29%,3%&-21%,5%,5.0%
COc1ccc(N2CCN(Cc3nc(N)nc(N4CCCc5ccccc54)n3)CC2)cc1,0%,?,-9%,23,i,-38%,5%,21%,-0.6%
CCn1c(C)nc([N+](=O)[O-])c1C(=O)O,-7%[11.3 µM],-5%,-4%,27,i,17%,4%,-4%,-0.8%
O=C(NC1CCCCC1)c1ccc(CNc2c(N3CCOCC3)c(=O)c2=O)cc1,-4%,-8%,7%,-13,i,-4%,3%,1%,0.0%
Cc1ccc(Cl)c(OCC(=O)NCC(c2cccs2)N2CCOCC2)c1 (stereo not given),?,?,-5%,?,?,15%,-9%,?,3.8%
CSCC(=O)N1CCCC(CO)(Cc2ccccc2C)C1 (stereo not given),6%,0%,2%,5,i,-2%,-2%,-26%,0.3%
CC1CCCCC12NC(=O)N(CC(=O)Nc1ccc(N3CCOCC3)cc1)C2=O (stereo not given),7%,13%,0%,11,i,1%,-18%,-1%,3.0%
CC(C)(C)c1ccc(Cn2cnc(-c3ccc([N+](=O)[O-])cc3)c2)cc1,13%,?,?,?,i,-21%,8.9µM*,?,5.6%
Cc1ccc(NC(=O)CC(N)=S)cc1,/,23%,?,-5,i,-39%,-11%,?,2.9%
Cc1ccc(S(=O)(=O)N(CC(=O)Nc2ccccc2C(=O)O)c2ccc(Cl)cc2)cc1,51%[activator],6%,-5%,0,i,9%,6%,-21%,0.0%
C=CCn1c(SCC(=O)Nc2cc(C)nn2-c2ccccc2)nnc1C1CCCCC1,0%,6%,-7%,16,i,-3%,-14%,0%,0.1%
CCc1ccc(S(=O)(=O)c2nnn3c2nc(NCc2cccc(OC)c2)c2cc(Cl)ccc23)cc1,8%,-14%,1%,/,i,-17%,-7%,/,0.3%
C=CCN(c1ccc(F)cc1)S(=O)(=O)c1cc(C(=O)NC2CCC(O)CC2)ccc1Cl (stereo not given),-18%,16µM*,8%,0,i,-20%,-21%,29%,-1.0%
O=C(OC(C(=O)NCc1ccccc1)c1ccccc1F)c1ccco1 (stereo not given),1%,23%,0%,-10,i,11%,21%,?,0.4%
Cc1ccc(OC(=O)c2ccccc2P(=O)(O)O)cc1,3%,4%,0%,14,i,9%,-19%,-3%,0.7%
CCCCNc1ccc(-c2nc(-c3ccccn3)no2)cc1[N+](=O)[O-],58%[activator],12%,4%,/,i,-19%,-9%,/,5.2%
COc1ccc(Cc2nc(C(=O)Nc3ccc(Cl)cc3)cs2)cc1,-7%,?,-15%,40,i,-35%,2%,?,0.6%
CCCS(=O)(=O)NC(=O)C1(C)CCN(C(=O)c2sccc2C)C1 (stereo not given),5%,/,/,6,i,4%,1%,/,0.0%
CCC(=O)NC(=S)Nc1cccc(NC(=O)c2ccccc2C)c1,-4%,-19%,0%,-7,i,13%,18%,3%,0.2%
Cc1ccc(N=Nc2ccc(O)c3ncccc23)cc1C,-38%,5%,-8%,103,?,-14%,3%,8%,3.0%
O=c1/c(=C/c2ccc(O)c([N+](=O)[O-])c2)sc2nc3ccccc3n12,13%,3%,-22%,16,i,0%,1%,10%,2.4%
Fc1ccc(-c2ccc(/C=N/n3cnnc3)o2)cc1,/,-18%,1%,3,i,16%,28%,7%,-0.6%
Cc1c(C(=O)N2CCCCC2C)sc2nc3n(c(=O)c12)CCC3 (stereo not given),3%,2%,1%,11,i,-20%,13%,4%,-1.5%
Cc1cccc(C)c1OCCn1nc(C(=O)O)c2ccccc2c1=O,79%[activator],/,0%,-17,i,6%,14%,1%,-0.2%

# Only MCF10A rereplic, for some of the entries so far:
mol | MCF10A rereplic
O=C(OC(C(=O)NCc1ccccc1)c1ccccc1F)c1ccco1 (stereo not given) | ?
Cc1ccc(OC(=O)c2ccccc2P(=O)(O)O)cc1 | -3%

# Some of the entries so far, with each value named:
Compound: Cc1ccc(Cl)c(OCC(=O)NCC(c2cccs2)N2CCOCC2)c1 (stereo not given)
  ATXN2 expr inh: ? | Nrf2 block: ? | A549 tox: -5% | IL1B secr inh: ? | S2 tox: ? | HepG2 viability: 15% | TGFb SMAD3 inh: -9% | MCF10A rereplic: ? | Nrf2 ARE act: 3.8%

Compound: CSCC(=O)N1CCCC(CO)(Cc2ccccc2C)C1 (stereo not given)
  ATXN2 expr inh: 6% | Nrf2 block: 0% | A549 tox: 2% | IL1B secr inh: 5 | S2 tox: i | HepG2 viability: -2% | TGFb SMAD3 inh: -2% | MCF10A rereplic: -26% | Nrf2 ARE act: 0.3%

Compound: CC1CCCCC12NC(=O)N(CC(=O)Nc1ccc(N3CCOCC3)cc1)C2=O (stereo not given)
  ATXN2 expr inh: 7% | Nrf2 block: 13% | A549 tox: 0% | IL1B secr inh: 11 | S2 tox: i | HepG2 viability: 1% | TGFb SMAD3 inh: -18% | MCF10A rereplic: -1% | Nrf2 ARE act: 3.0%

Compound: CC(C)(C)c1ccc(Cn2cnc(-c3ccc([N+](=O)[O-])cc3)c2)cc1
  ATXN2 expr inh: 13% | Nrf2 block: ? | A549 tox: ? | IL1B secr inh: ? | S2 tox: i | HepG2 viability: -21% | TGFb SMAD3 inh: 8.9µM* | MCF10A rereplic: ? | Nrf2 ARE act: 5.6%

# (continued)
SMILES,ATXN2 expr inh,Nrf2 block,A549 tox,IL1B secr inh,S2 tox,HepG2 viability,TGFb SMAD3 inh,MCF10A rereplic,Nrf2 ARE act
COc1ccc(OC)c(NC(=O)COC(=O)c2c3c(nc4ccccc24)CCCC3)c1,?,/,-18%,6,i,-20%,-4%,?,-1.9%
CCC(C)(C)NC(=O)c1ccc2c(c1)OCCO2,32%,?,-7%,14,i,16%,2%,0%,3.2%
CCN(CC)S(=O)(=O)c1ccc(NC(=O)[C@@H](NC(=O)c2cc(OC)cc(OC)c2)C(C)C)cc1,-21%,-29%,-8%,-27,i,-62%,4%,2%,-0.4%
N#Cc1ccccc1NC(=S)NC(=O)C1CCC1,4%,-2%,-5%,10,i,3%,-1%,0%,1.8%
Cc1c(C(=O)NCc2ccc3c(c2)OCCO3)sc(=O)n1Cc1ccccc1C(F)(F)F,-29%,/,/,-6,i,-20%,-15%,/,3.9%
CCCN1CCN(S(=O)(=O)c2c(C)[nH]c(C)c2C(=O)N2CCCCC2)CC1,12%,19%,-5%,3,i,-2%,22%,?,-0.4%
COc1ccc(S(=O)(=O)n2ccc(C(C)Oc3ccc(-c4ccccc4)c(F)c3)n2)cc1 (stereo not given),-13%,?,-2%,?,i,-20%,-7%,?,-0.7%
O=C(NCCSCc1ccco1)Nc1cc(Cl)cc(Cl)c1,?,?,12%,-24,i,-63%,?,?,12%

# An excerpt from above in order of their number in Nrf2 ARE act, high to low:
Compound	Nrf2 ARE act
O=C(NCCSCc1ccco1)Nc1cc(Cl)cc(Cl)c1	12%
CCC(C)(C)NC(=O)c1ccc2c(c1)OCCO2	3.2%
N#Cc1ccccc1NC(=S)NC(=O)C1CCC1	1.8%
CCN(CC)S(=O)(=O)c1ccc(NC(=O)[C@@H](NC(=O)c2cc(OC)cc(OC)c2)C(C)C)cc1	-0.4%
COc1ccc(S(=O)(=O)n2ccc(C(C)Oc3ccc(-c4ccccc4)c(F)c3)n2)cc1 (stereo not given)	-0.7%
COc1ccc(OC)c(NC(=O)COC(=O)c2c3c(nc4ccccc24)CCCC3)c1	-1.9%
